Compound activity (PubChem)
Eya2 phos inh = Eya2 (human) phosphatase inhibition; recombinant Eya2, OMFP fluorescence dephosphorylation (OMFP is methylfluorescein phosphate); Potency, µM (titrated, usually from 76.9 µM), inactives show top-dose activity, negative = inhibition, usual class: inhibitors; 330,000 compounds, 0.006% hits; AID 488837; further: potency means the concentration at half of the fitted maximal effect; on the % scale 0 is the no-effect control and ±100 the full control effect
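Eya2 protein (added as 0.2 uM solution) was preincubated with compound for 10 min at ambient temperature in 50 mM HEPES pH 7.5, 50 mM NaCl, 5 uM MgCl2, 0.05% BSA, 1 mM DTT. OMFP (added at 50 uM) then reacted 10 min; fluorescence read at 485/525 nm.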
uPA generation = blocks generation of uPA at the cell surface. Potency, µM (series often up to 38.3 µM), without a hit: at the top dose activity change, negative = inhibition, hits mostly inhibitors. cell surface uPA generation assay, qHTS. 330,000 compounds, 0.31% hits; active means well fitted inhibition curve with a large enough effect; inconclusive means small, poorly fitted or top-dose-only effect; inactive means no such curve, though single readings can be large or run the other way; tested in mouse RAW 264.7 cells; further: potency means the concentration at half of the fitted maximal effect; on the % scale 0 is the no-effect control and ±100 the full control effect; nearly all actives have a fitted effect of over 55% in size
p53 reactivator = mutant p53 re-activation in reporter cells | H1299 p53-A138V BP100-luciferase reporter, luminescence, 24 h | Potency, µM (series often up to 92.2 µM), without a hit: top-dose activity change, positive = activation, actives largely listed as activators | 320,000 compounds, 0.063% hits | AID 504706; further: potency means the concentration at half of the fitted maximal effect; % of control where 0% means no effect; nearly all actives have a fitted effect of over 45% in size
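H1299 (p53-null), stable ts p53-A138V + BP100-Luc; 1000 cells/well, Opti-MEM/10% FBS; cpd 4 pt, 1:5; 24 h, 37 deg C, 5% CO2; detection reagent 10 min RT; luminescence.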
a7 integrin act = activators of alpha7 integrin expression for muscular dystrophy. Potency, µM (top dose mostly 38.3 µM), without a hit: top-dose activation, most hits filed as activators. alpha7betagal myoblasts, beta-gal FDG fluorescence, 48 h. 350,000 compounds, 0.064% hits. AID 624291;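 further: potency means the concentration at half of the fitted maximal effect; 100% = response of the positive control SU9516; nearly all actives have a fitted effect of over 60% in size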
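Alpha7betagal+/- myoblasts (passage 13) were plated 16-24 hr, then exposed to compounds (1:260 dilution of DMSO stock) for 48 hours at 37C. After MPER lysis, β-galactosidase reporter activity was read as FDG fluorescence (ex 480/em 540) after 30 minutes.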
PTAP TSG101 blk = blocks PTAP/TSG101 interaction to inhibit HIV-1 budding; Q99816; Fluorescence polarization, FITC-PTAP peptide / Tsg101 binding; Potency, µM (titrated, usually from 115 µM), for the others: at the highest dose activity change, negative = inhibition, usual class: inhibitors; AID 493005; 340,000 tested, under 10 active; active means well fitted inhibition curve with a large enough effect in the main read-out, with a control signal flat, not every such curve was filed as active; inconclusive means small, poorly fitted or top-dose-only effect, or effect the other way, or a change in a side signal; inactive means no such curve, though single readings can be large or run the other way; further: potency means the concentration at half of the fitted maximal effect; % of control where 0% means no effect
Target sequence (Q99816 whole entry, looked up): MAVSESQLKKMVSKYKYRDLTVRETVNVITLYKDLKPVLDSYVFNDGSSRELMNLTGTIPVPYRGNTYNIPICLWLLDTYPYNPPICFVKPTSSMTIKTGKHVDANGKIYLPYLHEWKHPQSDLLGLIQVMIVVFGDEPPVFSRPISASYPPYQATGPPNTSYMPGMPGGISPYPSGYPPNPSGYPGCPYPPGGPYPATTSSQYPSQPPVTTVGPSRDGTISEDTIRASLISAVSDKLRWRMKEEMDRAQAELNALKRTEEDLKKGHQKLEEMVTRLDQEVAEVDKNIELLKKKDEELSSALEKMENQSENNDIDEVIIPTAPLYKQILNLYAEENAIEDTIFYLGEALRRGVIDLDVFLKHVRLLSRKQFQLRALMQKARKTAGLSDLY
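Fluorescence anisotropy tracks displacement of a FITC-tagged PTAP peptide (50 nM) from the Tsg101 binding domain (10 uM), following a 20 min room-temperature incubation at pH 7.5.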
B2AR arrestin = agonists driving beta-arrestin recruitment to human beta2-adrenergic receptor | P07550 | beta-arrestin recruitment to beta2AR, cell-based reporter | Potency, µM (series often up to 46.1 µM), inactives show top-dose activation, most hits filed as activators | 330,000 compounds, 0.02% hits | AID 492947;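 further: potency means the concentration at half of the fitted maximal effect; 0% = DMSO controls and full agonism = EC100 isoproterenol or metaproterenol; nearly all actives have a fitted effect of over 65% in size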
ELG1 genotoxic = genotoxicity induction in ELG1-luciferase HEK293T cells; HEK293T ELG1-luciferase reporter, luminescence, 16 h; Potency, µM (series often up to 46 µM), without a hit: at the highest dose activity change, positive = activation, actives largely listed as activators; 330,000 compounds, 1.3% hits; further: potency means the concentration at half of the fitted maximal effect; % of control where 0% means no effect; nearly all actives have a fitted effect of over 60% in size
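Cells (2,000/well) expressing the ELG1-luciferase fusion are dosed by pin tool and kept 16 hr at 37 °C, 5% CO2. Signal comes from ONE-Glo luciferase reagent after 30 min at room temperature.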
BRCA1 expr act = BRCA1 expression activation | Potency, µM (highest dose often 46.1 µM), for inactives: at the highest dose activation, actives largely listed as activators | MCF7-BRCA1-FFLuc reporter, luminescence, 48 h; response scale: scaled: vehicle 0%, 10 µM genistein 100% | 380,000 compounds, 1.1% hits; further: potency means the concentration at half of the fitted maximal effect; nearly all actives have a fitted effect of over 80% in size; some results filed as inactive show a strong effect at the top dose
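Compounds are tested at multiple concentrations on MCF7 BRCA1-luciferase reporter cells seeded at 2000 per well; after 48 h, a single luminescence end-point is taken and curves fitted to the normalized data.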
ASM inhibitor = human S-ASM enzyme inhibition; P17405; placental ASM, HMU-PC fluorogenic substrate, 60 min; Potency, µM (top dose mostly 57.5 µM), for inactives: top-dose activity change, negative = inhibition, usual class: inhibitors; 340,000 compounds, 0.006% hits; further: potency means the concentration at half of the fitted maximal effect
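Fluorescence read-out (Ex 386 nm, Em 447 nm) after stopping the reaction at pH 10. Enzyme: ASM from human placenta; substrate HMU-PC0, 9 uM final; 60 min, 37 °C. Compound preincubation 10 min, ambient temperature.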
USP2a block = blocks human ubiquitin-specific protease USP2a. O75604. Potency, µM (doses to about 38.3 µM), without a hit: top-dose activity change, negative = inhibition, actives largely listed as inhibitors. USP2 core, Ub-CHOP2 coupled fluorogenic reporter, 485/531. 330,000 compounds, 0.01% hits;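 further: potency means the concentration at half of the fitted maximal effect; plate controls were DMSO wells for no effect and full inhibition by NEM control for full effect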
Target sequence (O75604 whole entry, looked up): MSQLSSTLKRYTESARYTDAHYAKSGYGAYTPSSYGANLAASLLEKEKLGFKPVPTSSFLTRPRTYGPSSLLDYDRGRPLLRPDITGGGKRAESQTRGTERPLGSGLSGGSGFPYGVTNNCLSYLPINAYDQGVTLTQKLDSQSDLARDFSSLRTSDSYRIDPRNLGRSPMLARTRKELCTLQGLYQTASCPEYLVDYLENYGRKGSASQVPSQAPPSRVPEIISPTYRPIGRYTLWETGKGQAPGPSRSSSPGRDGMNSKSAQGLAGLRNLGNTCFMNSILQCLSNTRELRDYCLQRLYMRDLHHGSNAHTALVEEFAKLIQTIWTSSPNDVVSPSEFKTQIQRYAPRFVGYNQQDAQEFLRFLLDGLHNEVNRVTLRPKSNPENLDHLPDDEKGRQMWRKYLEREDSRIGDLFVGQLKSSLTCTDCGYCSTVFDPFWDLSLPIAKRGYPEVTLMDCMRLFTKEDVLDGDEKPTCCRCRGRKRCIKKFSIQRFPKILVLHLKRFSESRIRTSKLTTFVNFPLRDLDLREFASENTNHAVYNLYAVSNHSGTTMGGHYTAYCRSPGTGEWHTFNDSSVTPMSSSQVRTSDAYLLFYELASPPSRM
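USP2 core (10nM final) preincubated 30min RT with compound in 20mM Tris-HCl pH 8.0, 2mM CaCl2, 2mM beta-mercaptoethanol, 0.05% CHAPS; 25nM Ub-CHOP2 plus 25nM reporter substrate added, fluorescence (Ex485/Em531) read after 60min.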
TRPV1 ag = activates the human vanilloid receptor TRPV1; TRPV1-expressing cells, Fluo-8 calcium influx, agonist mode; AID 540275; Q8NER1; activation, % at 8.33 µM; 320,000 compounds, 0.19% hits; in the data active means activation above about 80%; inconclusive means between about 30% and that limit; further: 0% is about no effect
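Fluo-8 calcium influx in TRPV1-expressing cells, kinetic read (ex 480/em 520 nm). Compound added and read 3 min for agonist activity, followed by capsaicin at EC20 final and 2 min further read for enhancement.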
Numbers without * were called inactive; ? = inconclusive; · = not tested or not shown; [ ] = another dose, or the depositor's remark. Unless noted, the call rests on the fitted dose curve; in most records, active means well fitted curve in the direction sought with a large enough effect; inconclusive means small, poorly fitted or top-dose-only effect, or another doubt; inactive means no such curve, though single readings can be large; an effect the other way counts as inactive or inconclusive.

SMILES	Eya2 phos inh	uPA generation	p53 reactivator	a7 integrin act	PTAP TSG101 blk	B2AR arrestin	ELG1 genotoxic	BRCA1 expr act	ASM inhibitor	USP2a block	TRPV1 ag
O=C(O)/C=C/c1ccc(OCc2cccc(F)c2)cc1	15%	-1%	-4%	-15%	-2%	0.2%	26%	0%	2%	5%	-3
CCOc1ccc(CCNC(=O)COC(=O)Cn2cnc3c2c(=O)n(C)c(=O)n3C)cc1OCC	-19%	-11%	-5%	1%	-2%	-0.3%	2%	-1%	3%	0%	-2
CCN(CC1CCCN(CCc2cccc(OC)c2)C1)C(=O)C=C(C)C (centres undefined)	0%	15%	·	-5%	-3%	0.0%	-1%	-5%	4%	-2%	7
Cc1ccc(C(=O)NC(=S)Nc2ccccc2C(F)(F)F)cc1	-10%	-1%	?	18%	0%	0.4%	0%	60%	-2%	-1%	0
O=S(=O)(N/N=C/c1ccccc1OCc1ccc(Cl)cc1)c1ccccc1	6%	-13%	?	12%	?	0.1%	15%	-32%	-9%	0%	1
O=C(NC1CCCCC1)C(c1ccc(F)cc1)N(Cc1ccc2c(c1)OCO2)C(=O)c1cnsn1 (centres undefined)	3%	6%	5%	5%	-1%	-0.4%	-8%	-5%	7%	0%	?
CC12CCC(C(=O)NCc3ccccn3)(OC1=O)C2(C)C (centres undefined)	4%	-6%	3%	-6%	0%	-0.3%	-1%	-13%	2%	0%	-1
Cc1cccc(OCC(=O)NCCCNC(=O)c2ccco2)c1	1%	0%	3%	1%	-5%	-0.1%	0%	-13%	-2%	5%	0
Oc1cccc(/C=N/NC(=S)NCCN2CCOCC2)c1O	3%	?	3%	-21%	0%	-0.2%	0%	-38%	12%	2%	1
O=C(c1cccc(Cl)c1)C1CCCN(S(=O)(=O)c2ccccc2)C1 (centres undefined)	?	-15%	5%	-32%	-5%	0.1%	-8%	-42%	-1%	4%	16
COc1ccc(C2C(C(=O)c3ccco3)=C(O)C(=O)N2Cc2cccnc2)cc1OC (centres undefined)	0%	8%	-1%	27%	-6%	0.3%	-3%	0%	-5%	2%	1
N#Cc1ccc(CN2CCN(C(=O)CC(NC(=O)c3ccccc3)c3ccccc3)CC2)cc1 (centres undefined)	-10%	-3%	-1%	-3%	-4%	-0.7%	-17%	-12%	4%	2%	-4
CN1CCN(NC(=O)CN2C(=O)/C(=C/c3ccccc3Cl)SC2=S)CC1	-12%	-19%	10%	-25%	·	-0.2%	-13%	2%	-3%	-4%	6
O=C(NCCCN1CCOCC1)c1ccc(/C=C2\Oc3ccccc3N(Cc3ccccc3F)C2=O)cc1	-6%	14%	1%	-7%	-3%	0.2%	-3%	2%	78%[activator]	5%	5
Cc1ccc(C(=O)c2cn[nH]c2-c2cc(Cl)ccc2O)cc1	5%	0%	6%	9%	-7%	7.8%	-6%	0%	-4%	-9%	3
O=C(Nc1ccc(Cl)cc1F)C1CC1c1ccccc1 (centres undefined)	-5%	1%	13%	-2%	-11%	0.4%	13%	25%	-7%	3%	21
CCOC(=O)Cc1[nH]nc2c1C(Cc1ccccc1)C(C#N)=C(N)O2 (centres undefined)	4%	1%	-3%	11%	0%	-0.1%	0%	-10%	7%	2%	-4
Cc1cc(NC(=O)c2ccc3nc(-c4ccccc4)c(-c4ccccc4)nc3c2)no1	-7%	4%	10%	23%	·	0.1%	11%	-50%	11%	0%	-2
COc1ccc2c(c1)c(=O)oc1cc3oc(C)c(C)c3cc12	11%	·	11%	·	·	0.3%	5%	·	·	1%	2
Cc1ccc(NC(=O)CCNC(=O)c2ccc(Br)cc2)nc1	5%	6%	25%	-18%	-5%	-0.7%	12%	35%	2%	2%	3
COc1cccc(NC(=O)CN2C(=O)c3cccnc3Oc3ccc(Cl)cc32)c1	-6%	-3%	11%	19%	-5%	0.0%	-3%	-43%	9%	1%	-2
O=C(C[C@H]1C[C@H](C(=O)N2CCCCC2)[C@@]2(CCc3ccccc3)c3[nH]c4cc(-c5ccco5)ccc4c3CCN2C1=O)NCc1cccc(C(F)(F)F)c1	2%	8%	-2%	13%	0%	-0.1%	-1%	-36%	?	3%	·
CCOc1ccc(S(=O)(=O)N(C)CC(=O)N2CCCC2)cc1	2%	1%	·	29%	-2%	0.3%	3%	-2%	4%	1%	3
Cc1cccc(C(=O)Nc2cccc(C(=O)N/N=C/c3ccc4c(c3)OCO4)c2)c1	-1%	-13%	22%	-22%	-3%	-0.1%	9%	49%	-11%	2%	2
CCc1noc(C)c1C(=O)N1CCSC1=Nc1cccc(Cl)c1C	-6%	5%	-10%	22%	-1%	-0.9%	-5%	-38%	0%	0%	6

Arranged by number of heavy atoms (smallest number first): some entries from above
SMILES	Eya2 phos inh	uPA generation	p53 reactivator	a7 integrin act	PTAP TSG101 blk	B2AR arrestin	ELG1 genotoxic	BRCA1 expr act	ASM inhibitor	USP2a block	TRPV1 ag
Oc1cccc(/C=N/NC(=S)NCCN2CCOCC2)c1O	3%	?	3%	-21%	0%	-0.2%	0%	-38%	12%	2%	1
CCOC(=O)Cc1[nH]nc2c1C(Cc1ccccc1)C(C#N)=C(N)O2 (centres undefined)	4%	1%	-3%	11%	0%	-0.1%	0%	-10%	7%	2%	-4
CCN(CC1CCCN(CCc2cccc(OC)c2)C1)C(=O)C=C(C)C (centres undefined)	0%	15%	·	-5%	-3%	0.0%	-1%	-5%	4%	-2%	7

Shown with values under each structure: 2 of the compounds above
Values run as follows: Eya2 phos inh	uPA generation	p53 reactivator	a7 integrin act	PTAP TSG101 blk	B2AR arrestin	ELG1 genotoxic	BRCA1 expr act	ASM inhibitor	USP2a block	TRPV1 ag
- Cc1cccc(C(=O)Nc2cccc(C(=O)N/N=C/c3ccc4c(c3)OCO4)c2)c1
    -1%	-13%	22%	-22%	-3%	-0.1%	9%	49%	-11%	2%	2
- CCc1noc(C)c1C(=O)N1CCSC1=Nc1cccc(Cl)c1C
    -6%	5%	-10%	22%	-1%	-0.9%	-5%	-38%	0%	0%	6

Remaining list, next part:
SMILES	Eya2 phos inh	uPA generation	p53 reactivator	a7 integrin act	PTAP TSG101 blk	B2AR arrestin	ELG1 genotoxic	BRCA1 expr act	ASM inhibitor	USP2a block	TRPV1 ag
CN(C)c1ccc(/C=N/n2c(-c3ccccc3Br)n[nH]c2=S)cc1	-3%	-1%	7%	8%	-1%	-1.1%	5%	-1%	58%[activator]	0%	11
Cc1ccc(-n2nnnc2SCC(=O)Nc2ccc3c(c2)OCCO3)cc1C	-1%	-8%	4%	-22%	1%	-0.5%	0%	-6%	1%	0%	16
C#CCn1ccc(O)c(Cc2ccccc2)c1=O	12%	7%	-3%	-5%	0%	-1.0%	-1%	-5%	4%	-3%	-4
CSc1ccc(/C=N/NC(=O)c2ccc(O)cc2)cc1	-8%	-5%	?	17%	-2%	-1.1%	?	?	-4%	4%	?
O=C(NNc1ccccn1)C(=O)NNS(=O)(=O)c1ccc(Cl)cc1	?	-6%	-4%	-15%	-3%	-0.4%	-6%	-44%	5%	4%	·
CN(Cc1ccccc1)C(=O)c1ccccc1-c1ccccc1	-16%	-6%	0%	-12%	0%	-0.1%	-6%	0%	-3%	4%	8
CCn1c(SCC(=O)NCc2ccc(F)cc2)nc2c(c1=O)SC(C)C2 (centres undefined)	0%	11%	-3%	-7%	-5%	-0.3%	0%	-4%	4%	-1%	3
CSc1nnc2n(Cc3ccccc3)c(=O)c3c4c(sc3n12)COC(C(C)C)C4 (centres undefined)	-4%	·	-5%	·	·	-0.7%	-5%	·	·	5%	2
CC(=O)Nc1ccc(S(=O)(=O)NCC(=O)NNC(=O)c2csc(N3CCOCC3)n2)cc1	16%	5%	6%	7%	-8%	-0.2%	10%	-37%	1%	3%	-1
CNC[C@@H]1Oc2ccc(NC(=O)Nc3cccc4ccccc34)cc2C(=O)N([C@@H](C)CO)C[C@@H]1C	11%	·	6%	·	·	-0.6%	2%	·	·	-16%	·
O=C(NCc1ccc(Cl)cc1)C1CCN(C(=O)Cc2ccccc2)CC1	-6%	18%	-6%	0%	0%	-0.9%	-2%	1%	2%	2%	6
O=C(c1ccc(Cl)cc1)C1C2C(=O)N(c3ccccc3)C(=O)C2C2CCCN21 (centres undefined)	20%	2%	?	3%	-3%	3.1%	8%	-5%	1%	3%	7
COn1c2c(c3c4nonc4ccc31)CCCC2	19%	-20%	-4%	10%	-5%	0.0%	-14%	3%	37%[activator]	3%	-2
Cc1nn(-c2ccccc2)c(Cl)c1/C=C/C(=O)c1ccc(O)cc1	-6%	-5%	22µM*	-25%	2%	0.1%	?	-50%	-16%	-10%	-2
